12-LOX inh – Primary qHTS assay for inhibitors of human arachidonate 12S-lipoxygenase (ALOX12): Round 2; purified 12hLO, xylenol orange hydroperoxide absorbance; Potency, µM (highest dose often 108 µM), for inactives: at the top dose activity change, negative = inhibition, most hits filed as inhibitors; 580,000 compounds, 1.1% hits; active = well fitted inhibition curve with a large enough effect; inconclusive = small, poorly fitted or top-dose-only effect, or another doubt; inactive = no such curve, though single readings can be large or run the other way
Target sequence (P18054 whole entry, looked up): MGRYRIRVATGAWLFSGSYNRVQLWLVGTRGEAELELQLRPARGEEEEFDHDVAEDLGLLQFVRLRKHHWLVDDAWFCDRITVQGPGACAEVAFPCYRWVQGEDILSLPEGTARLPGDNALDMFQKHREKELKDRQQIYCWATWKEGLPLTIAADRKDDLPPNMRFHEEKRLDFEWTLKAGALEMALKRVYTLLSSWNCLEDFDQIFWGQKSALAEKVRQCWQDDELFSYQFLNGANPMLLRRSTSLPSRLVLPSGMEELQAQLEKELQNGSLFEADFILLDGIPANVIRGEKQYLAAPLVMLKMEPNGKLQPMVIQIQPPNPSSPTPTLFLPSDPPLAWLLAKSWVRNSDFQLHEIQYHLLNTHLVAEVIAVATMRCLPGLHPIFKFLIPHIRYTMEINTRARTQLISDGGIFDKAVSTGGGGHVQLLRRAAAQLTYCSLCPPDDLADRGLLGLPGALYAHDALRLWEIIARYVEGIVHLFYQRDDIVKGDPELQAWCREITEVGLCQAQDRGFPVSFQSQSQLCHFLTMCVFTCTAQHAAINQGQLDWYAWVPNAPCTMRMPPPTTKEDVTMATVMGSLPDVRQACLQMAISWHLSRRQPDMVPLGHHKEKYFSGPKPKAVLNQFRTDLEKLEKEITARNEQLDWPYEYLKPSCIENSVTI
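Purified human 12hLO at 150 nM in 25 mM Hepes, 0.01% Triton X-100, pH 7.0, preincubated 15 min at room temperature with compound. Reaction started with 40 uM arachidonic acid, 30 min at room temperature. Hydroperoxide measured by Fe-xylenol orange, 573/405 nm absorbance ratio.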
Active calls of the source: *; u = inconclusive; [ ] = dose if it differs, or a comment. % is set by controls: 0 for no effect and ±100 for the full control effect; potency is the fitted concentration of half-maximal effect.

12-LOX inh | structure
15% | O=C(CCc1cccc(F)c1)N1CCN(Cc2ccccc2)CC(O)C1 (stereo unspecified)
u | Cc1ccc(C2CCCN2Cc2nc(-c3ccco3)no2)cc1 (stereo unspecified)
10% | Cc1ccc(C)c(-c2ccc(C(=O)NCCCn3ccnc3C(C)C)cn2)c1
-5% | Cc1ccc(CN(C)C(=O)Cc2c(C)nc3ccccc3c2C)o1
26% | N#Cc1ccc(C(=O)N2CCOCCNC(=O)[C@@H]3CCC[C@@H]32)cc1
10% | CCc1c(C)nn(CCNc2ncnc3c2c(C)nn3C)c1C
16% | C=CCNC(=O)NC(=O)CN1CCCC1C(=O)NC (stereo unspecified)
u | COCCNC(=O)Cc1ccc(N(Cc2ccc(C)cc2)C(=O)c2ccco2)cc1
12% | COc1ccc2c(C)c(CC(=O)N3CCCCC3)c(=O)oc2c1
17% | COc1ccc(C(=O)N2C(C(=O)N3CCCC3)COC23CCN(C(=O)c2cccc(C)c2)CC3)cc1 (stereo unspecified)
0% | Fc1ccccc1COc1ccc(-c2nnco2)cc1
u | C/C=C/Cn1c(SCCc2ccccc2)nc2c1c(=O)[nH]c(=O)n2C
-24% | COc1ccccc1Cc1c(-c2ccc(Cl)cc2)nc2c(Cl)cc(C(F)(F)F)cn12
-5% | COc1cccc(CNC(=O)C2Cn3cccc3C(=O)N2Cc2ccccc2)c1OC (stereo unspecified)
u | Cc1cc(C)cc(C(=O)Nc2cccc(-c3nn4cnnc4s3)c2)c1
41%[activator] | Cc1ccc(CNC(=O)C2(c3ccc(NC(=O)C4CC4)cc3)CCC2)cc1
2% | O=C(COC(=O)/C=C/c1cccc2cccnc12)Nc1ccc(O)cc1
6% | COc1ccc2oc(-c3ccc(NC(=O)c4ccccc4)cc3)nc2c1
-16% | CCN(C(=O)C(C)N(C)CC(=O)Nc1cccc(F)c1)C1CCCCC1 (stereo unspecified)
13% | COCCOCc1nc(C2CCN(C(=O)Nc3cccc(Cl)c3)CC2)no1
-3% | CN1CCCCC(CC(=O)NCc2ccc(Cl)cc2)C1=O (stereo unspecified)
u | O=C(OCc1cccc(Br)c1)c1ccc(O)cc1
2% | C[C@@H]1CN(C(=O)c2cc(S(N)(=O)=O)ccc2F)CC[C@]1(C)O
21% | CCn1ccc(C(=O)N2CCC3(CC2)CC(N(C(=O)c2ccccc2)C2CC2)CCO3)n1 (stereo unspecified)
-12% | Cc1ccc(CN(C)C(=O)Cn2nc(C)c3ccccc3c2=O)c(C)c1
28%[176 µM] | Cc1nnc([C@H]2CCN(C3CCN(C)CC3)C2)o1
119%[activator] | O=C(NCC1(COc2ccc(C(F)(F)F)cn2)C[C@@H](O)[C@@H](O)C1)c1cnccn1 (stereo partly specified)
u | Fc1cccc(NC(=S)NCCc2c[nH]c3ccccc23)c1
0% | O=C1O[C@@H](c2ccccc2)C[C@@H](O)[C@H](O)CCc2ccccc21
-7% | O=C(CCc1nc2ccc(Cl)cc2[nH]1)N1CCc2nc3cc(-c4ccccc4)[nH]n3c(=O)c2C1

Among those listed so far, these have a halogen:
12-LOX inh | structure
15% | O=C(CCc1cccc(F)c1)N1CCN(Cc2ccccc2)CC(O)C1 (stereo unspecified)
0% | Fc1ccccc1COc1ccc(-c2nnco2)cc1
-24% | COc1ccccc1Cc1c(-c2ccc(Cl)cc2)nc2c(Cl)cc(C(F)(F)F)cn12
-16% | CCN(C(=O)C(C)N(C)CC(=O)Nc1cccc(F)c1)C1CCCCC1 (stereo unspecified)
13% | COCCOCc1nc(C2CCN(C(=O)Nc3cccc(Cl)c3)CC2)no1
-3% | CN1CCCCC(CC(=O)NCc2ccc(Cl)cc2)C1=O (stereo unspecified)
u | O=C(OCc1cccc(Br)c1)c1ccc(O)cc1
2% | C[C@@H]1CN(C(=O)c2cc(S(N)(=O)=O)ccc2F)CC[C@]1(C)O
119%[activator] | O=C(NCC1(COc2ccc(C(F)(F)F)cn2)C[C@@H](O)[C@@H](O)C1)c1cnccn1 (stereo partly specified)
u | Fc1cccc(NC(=S)NCCc2c[nH]c3ccccc23)c1
-7% | O=C(CCc1nc2ccc(Cl)cc2[nH]1)N1CCc2nc3cc(-c4ccccc4)[nH]n3c(=O)c2C1

(further entries)
12-LOX inh | structure
u | Cc1ccc(N2CCN(c3nc(C(=O)O)cs3)CC2)cc1
68%[activator][176 µM] | COC(=O)c1ccc2nc(CO[C@H]3CN(Cc4ccccc4C)C[C@H]3F)[nH]c2c1
2% | CN1CCCC1c1nc(C2CN(S(=O)(=O)Cc3cccc(F)c3)C2)no1 (stereo unspecified)
-7% | Cc1ccccc1S(=O)(=O)N1C[C@@H]2C(C(=O)C[C@@H]3C(=O)N(C)C(=O)[C@@H]32)[C@@H]1c1ccc(Cl)cc1 (stereo partly specified)
u | COc1ccc(Br)cc1C(=O)NCC1(c2ccccc2)CCOCC1
u | N#Cc1c(N2CCN(C(=O)C(=O)N3CCCC3)CC2)nc(-c2ccco2)c2c1CCCC2
-20% | Cc1cccc(C)c1-n1c(=O)c2nc3ccccc3nc2c2ccccc21
3% | COc1ccc(Nc2nc3ccccc3nc2NS(=O)(=O)c2cccc(C)c2)c(OC)c1
-8% | CCOC(=O)N(C)C[C@H]1OCc2cnnn2CCCC(=O)N([C@H](C)CO)C[C@@H]1C
-2% | COCCn1c(CO)nnc1C1CC(NC(=O)c2ccoc2C)C1 (stereo unspecified)
46%[activator] | O=C(Nc1ccnn1Cc1ccccn1)c1cccc(S(=O)(=O)N2CCCC2)c1
-21% | Cc1sc(/N=C/c2ccc(C(C)(C)C)cc2)c(C#N)c1C
2% | O=C(c1cccs1)N1CCC(c2nc(-c3ccccc3)no2)C1 (stereo unspecified)
40%[176 µM] | COc1cccc(Nc2cn(C)c(=O)n3cc(COc4ccccc4)nc23)c1
30% | COc1ccc(NC(=O)c2c(OC)cc(=O)n3c2CCCC3)cc1

Arranged by heavy-atom count (low to high): 5 of the compounds above.
12-LOX inh | structure
-21% | Cc1sc(/N=C/c2ccc(C(C)(C)C)cc2)c(C#N)c1C
2% | O=C(c1cccs1)N1CCC(c2nc(-c3ccccc3)no2)C1 (stereo unspecified)
30% | COc1ccc(NC(=O)c2c(OC)cc(=O)n3c2CCCC3)cc1
-8% | CCOC(=O)N(C)C[C@H]1OCc2cnnn2CCCC(=O)N([C@H](C)CO)C[C@@H]1C
3% | COc1ccc(Nc2nc3ccccc3nc2NS(=O)(=O)c2cccc(C)c2)c(OC)c1

The results go on:
12-LOX inh | structure
2% | Cc1ccc(NC(=O)c2nc3ccccc3nc2N2CCN(C)CC2)cc1Cl
u | C=CCNc1nc(C(=O)OC(C)C(=O)Nc2ccc(F)cc2Cl)cs1 (stereo unspecified)
-4% | COc1ccc2oc(=O)cc(CN3CCN(C(=O)c4c(F)cccc4F)CC3)c2c1
40% | CCOc1cccc(CN2C[C@@H](NC(=O)COC)C[C@H]2CO)c1
19% | Cc1ccncc1C(=O)N1CCCn2ccnc2C1c1ccccc1 (stereo unspecified)
0%[176 µM] | CN(Cc1ccccc1)Cc1cc(CC2(NCc3cccnc3)COC2)no1
-7% | Cc1ccc(NC(=O)c2nn(CC(C)C)c(=O)c3ccccc23)cc1S(=O)(=O)N1CCOCC1
u | CN(C)c1ccc(-c2nc(N(C)C)c3ccccc3n2)cc1
30% | Cc1ccsc1C(=O)NCCC1CCN(C(=O)Nc2cc(F)cc(F)c2)CC1
12% | CN1C[C@H](NC(=O)NC2CCCC2)CCC[C@@H](C(=O)NCc2cc(F)cc(F)c2)CC1=O
29%[176 µM] | CC(C)(Oc1nn(CC2CCOCC2)c2ccccc12)C(=O)Nc1cccnc1
10% | CCCNC(=O)CCc1ccnc(N2CCCC2)c1
-11% | CC1=C[C@@H](CNC(=O)NCc2ccccc2)[C@H](C(C)C)C[C@H]1CC(=O)NCc1cccnc1
14% | CCOC(=O)Cc1csc(NC(=O)C[C@H]2NC(=O)c3ccccc3NC2=O)n1
67%[activator][176 µM] | COCc1cc(C[C@@H]2CC[C@H](O)[C@@H](CNC3CCN(C(C)=O)CC3)O2)no1
-9% | O=C(NCc1ccc(OC(F)F)cc1)c1cc(Cl)ccc1-n1cnnn1
-13% | O=C(OCc1cccc(F)c1F)c1ccc(CN2CCCC2=O)cc1
u | COc1ccc(S(=O)(=O)N2CCOCC2)cc1NC(=O)c1cccc(CN2CCCC2=O)c1
79%[activator] | O=C1CCN(Cc2ccncc2)CCCC(C(=O)NCCc2c[nH]c3ccccc23)CCN1 (stereo unspecified)
17% | CCOC(=O)c1c(C)[nH]c(C(=O)Cn2nnc(-c3ccc(C)cc3)n2)c1C
-32% | CC(C)Sc1nc(-c2cccs2)nc2cc(Cl)ccc12
13% | COCC(=O)N1CCCCC1c1nc(-c2ccccc2)n[nH]1 (stereo unspecified)
7%[57.4 µM] | Cc1noc(C)c1C(=O)N1CCC[C@@]2(CCN(Cc3ccc(C#N)cc3)C2)C1
8% | O=C(c1ccc2c(c1)OCO2)N1CCN(c2cc(-c3ccc(F)cc3)[nH]n2)CC1
16% | CSCC(=O)N1C[C@@H](NC(=O)Nc2ccc(F)cc2F)C[C@H]1C(=O)N[C@@H](Cc1cccs1)C(N)=O
4% | CCOc1ccccc1NC(=O)c1nn(-c2ccc(OC)cc2)ccc1=O
-5% | COc1cc(CN(C(=O)c2cccc(NC(C)=O)c2)C2CC2)ccc1OC(F)F
-6% | CCCNC(=O)Cn1c(C)ccc(NC(=O)Nc2ccc(OC)cc2)c1=O
19% | CCN1CCN(C(=O)C2CCc3sc(C(=O)N4CCCCC4)cc3C2)CC1 (stereo unspecified)
31%[activator] | COCCC(=O)NCC12CCC=C1N(CC1CC1)C(=O)CC2 (stereo unspecified)
1% | CN(Cc1ccccc1)S(=O)(=O)c1ccc(Cl)c(C(=O)Nc2nnc(C3CC3)s2)c1
1% | N#Cc1ccccc1CNc1ccc(F)c(Cl)c1
2% | CCC(CC)C(=O)N1CC2CC(C1)[C@H]1CCCC(=O)N1C2 (stereo partly specified)
9%[57.4 µM] | COc1ccc(CC2SC(=O)NC2=O)cc1C(=O)NCc1ccc(C(F)(F)F)cc1 (stereo unspecified)
1% | CCN(CC)C(=O)c1ccc(NS(=O)(=O)c2ccccc2C#N)cc1
37%[activator] | O=C(NC1C[C@H]2CC[C@@H](C1)N2C(=O)Cc1ccsc1)c1ccc(F)cc1 (stereo partly specified)
0%[176 µM] | Cc1noc(C)c1-c1cc2c(cc(C)n2C)c(N2CCN(c3ccccn3)CC2)n1
38%[activator][176 µM] | CN1CCC2(C1)CN(Cc1ccccc1)c1ccc(C(=O)NCC[S+](C)(=O)[O-])cc12 (stereo unspecified)
25µM* | CC1=C(O)C(=O)CO1
19% | CCCc1cc(=O)oc2cc(OCC(=O)OC)ccc12
57%[activator] | C[C@H]1O[C@@H](O[C@H]2[C@@H](O)C[C@H](O[C@H]3[C@@H](O)C[C@H](O[C@H]4CC[C@]5(C)C6C[C@@H](O)[C@]7(C)[C@@H](C8=CC(=O)OC8)CC[C@]7(O)C6CC[C@@H]5C4)O[C@@H]3C)O[C@@H]2C)C[C@H](O)[C@@H]1O (stereo partly specified)
9% | Cc1cccc(C)c1NC(=O)CSc1nc2c(cc1C#N)CCCC2
u | Cc1cc2oc(=O)cc(CN3CCCC(C)C3)c2cc1C (stereo unspecified)
u | COc1ccc(CNc2ncnc3c2CN(c2ccc(C)cc2)C(=O)CN3C)cc1
u | Cc1ccc(C(C)NC(=O)CSc2nc(CN3CCOCC3)nc3ccccc23)cc1C (stereo unspecified)
16% | COCCN(C)C[C@@H]1CN(C(=O)c2ccc(Cl)cc2)C[C@@H]1CO
18% | Cc1cccc(NC(=O)c2cccc3ncccc23)n1
16% | COC(=O)[C@]12C[C@H](CC(=O)N3CCCC3)C(=O)N(Cc3ccc(Cl)cc3Cl)C1=C[C@H](COCc1ccccc1)O[C@@H]2C
10% | Cc1ccccc1N1Cc2c(NCCc3ccc(F)cc3)ncnc2N(C)CC1=O
18% | CCOc1ccc(S(=O)(=O)NCCO)cc1
42%[activator] | CCNC(=O)CCc1c(CC)nn(-c2ccc(OC)cc2)c1Oc1cccc(F)c1
-25% | O=c1[nH]c(CSc2nc3ccccc3o2)nc2ccccc12
-7%[176 µM] | Cc1cc(-c2cccc(CCOc3cnc4c(ccn4CC(=O)O)c3)c2)ccn1
u | CSCC[C@@H]1NC(=O)c2cc(NC(=O)c3cc(-c4cccnc4)n[nH]3)ccc2NC1=O
2% | CN(Cc1ccccc1)C(=O)CN1C(=O)COc2ccc(C(=O)COc3ccc(F)cc3)cc21
-8% | CN1C[C@H]2c3ccccc3Oc3ccc(Cl)cc3[C@@H]2C1
-1% | O=C(NCc1ccccc1)NCC1Cn2cccc2C(=O)N1Cc1ccccc1 (stereo unspecified)
u | Cc1ccc(C(C)NC(=O)C2CCN(CC(C)C)CC2)s1 (stereo unspecified)
12% | CCc1noc(-c2cn(C3CCN(C(=O)c4ccc(F)cc4)CC3)nn2)n1
6% | O=C1c2c(-c3nc(-c4ccsc4)no3)nnn2CCN1Cc1ccc(F)cc1
2% | CSc1ccc(NC(=O)c2ccc3c(c2)NC(=O)CCS3)cc1
32%[176 µM] | Cc1ncsc1CN1C(=O)CO[C@H](c2ccc(NC(=O)NC(C)C)cc2)[C@H]1CO
10% | Cc1noc(C)c1CC(=O)N1CCC2(CC1)CC(N(Cc1ccccc1)C1CC1)CCO2 (stereo unspecified)

This is a subset; rates above refer to the full screens.
